MCF10A rerep: inducers of DNA re-replication in MCF 10A breast cells | MCF 10A DNA re-replication, Hoechst nuclear intensity, 48 h | Potency, µM (series often up to 46.1 µM), for inactives: top-dose activity, positive = re-replication, most hits filed as activators | hit rate 2.9% among 350,000; also: potency is read from the fitted curve at half-maximal effect; % of control where 0% means no effect; nearly all actives have a fitted effect of over 50% in size
Nrf2 inh: Nrf2 pathway inhibition. hit rate 2.1% among 360,000. AID 504444. A549 ARE-Fluc reporter, luciferase luminescence, 18-24 h. Potency, µM (titrated, usually from 46 µM), inactives show top-dose activity change, negative = inhibition, actives largely listed as inhibitors; also: potency is read from the fitted curve at half-maximal effect; % is scaled to controls: 0 for no effect and ±100 for the full control effect; nearly all actives have a fitted effect of over 60% in size
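A549 ARE_Fluc cells, 5000/well, 5% FBS OPTI-MEM; compounds in dose-response, 18-24 h at 37 °C/5% CO2; CellTiter-Fluor viability read (Ex 405/Em 525), then BugLite luciferase luminescence = Nrf2 activity.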
A549 tox: kills or reduces viability of A549 cells in Nrf2 counter-screen; A549 ARE-Fluc cells, CellTiter-Fluor viability, 18-24 h; Potency, µM (series often up to 46 µM), without a hit: top-dose activity change, negative = cytotoxicity, hits mostly inhibitors; hit rate 0.16% among 390,000; AID 504648; also: potency is read from the fitted curve at half-maximal effect; % is scaled to controls: 0 for no effect and ±100 for the full control effect
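A549 ARE-Fluc cells in 5% FBS OPTI-MEM, 5000 cells/well, rested 2 h then exposed to compounds in concentration-response for 18-24 h at 37 °C. Viability by CellTiter-Fluor fluorescence (Ex 405/Em 525) after 30 min; luciferase luminescence (BugLite, 15 min, RT) read afterwards.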
TGFb SMAD3 inh: blocks TGF-b signaling; Potency, µM (top dose mostly 46.1 µM), inactives show top-dose activity, negative = inhibition, actives largely listed as inhibitors; hit rate 1.2% among 410,000; HepG2 CAGA-GFP TGF-b/SMAD3 reporter, GFP fluorescence, 18 h; TGF-beta stimulated, 500 pg/mL final; also: potency is read from the fitted curve at half-maximal effect; % is scaled to controls: 0 for no effect and ±100 for the full control effect; nearly all actives have a fitted effect of over 65% in size
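Inhibition was scored as loss of TGF-beta-induced (500 pg/mL final, 18 hours, 37 degrees C) GFP in HEPG2 cells carrying a CAGA-GFP reporter, in DMEM with 1% FBS. Well GFP was summed per cell; Activity was normalised to unstimulated and stimulated DMSO wells, then concentration-response fitting.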
HepG2 viability: HepG2 cytotoxicity, counter-screen for TGF-b inhibitors; Potency, µM (doses to about 46.1 µM), without a hit: at the top dose activity change, negative = cytotoxicity, actives largely listed as cytotoxic; hit rate 0.76% among 410,000; HepG2 CAGA-GFP viability, ATP luminescence, 18 h; also: potency is read from the fitted curve at half-maximal effect; some results filed as inactive show a strong effect at the top dose
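HepG2 CAGA-GFP cells (1000/well, DMEM with 1% FBS) received compound, then TGF-beta at 500 pg/mL final, and were incubated 18 hours at 37 degrees C. Viability was read by CellTiter-Glo luminescence. Media-only wells were set as complete cell-killing and DMSO as no toxicity.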
IL-1B inflam inh: inhibitors of inflammasome signaling (IL-1 beta secretion). THP-1 LPS/ATP IL-1B secretion, AlphaLISA, 16 h; active compounds read low. activity change, % at 57.5 µM. hit rate 4.7% among 360,000. AID 743279; in the data active = activity change below about -50%; inconclusive = mostly about -30% to -49%; also: % is scaled to controls: 0 for no effect and ±100 for the full control effect
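THP-1 cells pretreated 1 hr with compounds (up to 57.5 uM final), then stimulated with LPS (250 ng/mL final) plus ATP (1.25 mM final); secreted IL-1B measured by AlphaLISA after 16 hr, decreased signal indicating inhibition.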
ATXN2 expr inh: inhibitors of ATXN2 expression; HEK-293 ATXN2-luciferase reporter, luminescence, 24 h; Potency, µM (highest dose often 57 µM), for inactives: top-dose activity change, negative = inhibition, hits mostly inhibitors; hit rate 0.72% among 360,000; AID 1745845; also: potency is read from the fitted curve at half-maximal effect; % is scaled to controls: 0 for no effect and ±100 for the full control effect; nearly all actives have a fitted effect of over 55% in size
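qHTS (up to 57 uM final) was run with 24 h compound exposure of reporter cells at 37 °C. Each well was multiplexed: SteadyGlo luminescence measured ATXN2-luciferase expression after a fluorogenic Gly-Phe-AFC viability readout (25 uM final).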
S2 tox: viability counter-screen for ATXN expression inhibitors | S2 cells (HEK-293 line with an ATXN2-luciferase reporter) viability, CellTiter-Fluor protease fluorescence, 24 h | Potency, µM (doses to about 56.7 µM), usual class: cytotoxic | hit rate 0.49% among 400,000 | AID 651635; also: potency is read from the fitted curve at half-maximal effect; nearly all actives have a fitted effect of over 40% in size
Nrf2 ARE act: activators of Nrf2 (ARE) signaling. AID 624171. hit rate 0.31% among 410,000. Potency, µM (titrated, usually from 46.1 µM), without a hit: top-dose activation, actives largely listed as activators. AREc32 ARE-luciferase reporter (MCF7-derived line), luminescence, 24 h; also: potency is read from the fitted curve at half-maximal effect; % of control where 0% means no effect; nearly all actives have a fitted effect of over 65% in size
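Nrf2 activation is followed as ARE-luciferase induction in the AREc32 line after one day of compound treatment; luminescence is read with Steady-Glo.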
* hit, by the source's call; i = inactive; ? = inconclusive; . = no result given; & = joins results of further samples; [ ] = another dose, or the depositor's remark. Unless noted, calls follow the shape of the dose curve; as a rule, active = well fitted curve in the direction sought with a large enough effect; inconclusive = small, poorly fitted or top-dose-only effect, or another doubt; inactive = no such curve, though single readings can be large; an effect the other way counts as inactive or inconclusive. Compounds were not picked by outcome (roughly 8.8% active in at least one column).

SMILES	MCF10A rerep	Nrf2 inh	A549 tox	TGFb SMAD3 inh	HepG2 viability	IL-1B inflam inh	ATXN2 expr inh	S2 tox	Nrf2 ARE act
COc1ccc(NC(=O)CC(C)C)c(OC)c1	5%	.	1%	5%	6%	-5	-19%	?	-0.3%
COc1cc(/C=C2\Oc3ccc(C#Cc4ccc(O)cc4)cc3C2=O)cc(OC)c1	?	-20%	-26%	7.1µM*	-53%	-79*	?	?	5.8%
COc1ccccc1NS(=O)(=O)c1ccc2oc(SC3CCOC3=O)nc2c1 (stereo unspecified)	?	3%	-1%	?	1%	8	9%	i	0.3%
COc1ccccc1OCC(=O)NCC1CCCN(C(=O)c2ccccc2C(C)=O)C1 (stereo unspecified)	-3%	-2%	2%	-6%	-27%	-7	4%	?	0.2%
Cc1cc(/C(N)=N/OC(=O)c2ccc(Cl)cc2)no1	0%	?	1%	1%	-13%	-2	65%[activator]	i	-1.1%
COc1cc(C(=O)N(C)CC(=O)Nc2cccc(F)c2)ccc1OCc1ccccc1	-2%	-12%	-3%	4%	-19%	-3	15%	i	0.7%
COc1cc(-c2noc(-c3ccc(NCc4ccccc4)c([N+](=O)[O-])c3)n2)cc(OC)c1OC	.	?	-8%	?	-1%	.	4%	i	-0.7%
O=S(=O)(Nc1nc2ccccc2nc1Nc1ccccc1Br)c1ccccc1	.	-2%	-1%	2%	-45%	.	-5%	i	2.9%
COC(=O)c1c(NC(=O)c2ccc(S(=O)(=O)N3CCCCC3)cc2)sc2c1CCN(C)C2	.	.	-9%	45%[activator]	-29%	.	.	.	8.8%
Cc1cc(N2CCCc3ccccc32)n2ncnc2n1	4%	-16%	-6%	6%	4%	97	7%	i	0.1%
COc1ccccc1CNC(=O)c1ccc2c(c1)nnn2C1CCCC1	.	?	9%	11%	-22%	.	14%	i	4.0%
NC1=NC(=O)/C(=C/c2ccsc2)S1	-6%	11%	0%	6%	-4%	-17	12%	i	?
CC(CC(=O)NC1CCCCC1)S(=O)(=O)c1ccc2c(c1)NC(=O)CO2 (stereo unspecified)	-2%	8%	-6%	4%	5%	42	1%	i	-0.5%
CC1(C)CC(=O)C=C(Nc2ccc(Cl)c(Br)c2)C1	?	-18%	5%	12%	-16%	?	-9%	i	5.1%
O=C(CC(=O)c1ccccc1O)c1cccc(F)c1	?	-5%	0%	?	-29%	28	?	i	?
Oc1ccc(Cl)cc1CNCc1ccc(F)c(F)c1	12%	-4%	2%	-12%	-10%	?	-2%	i	9.7%
COC(=O)c1ccc(C2C(C(=O)Nc3ccccc3C)=C(C)Nc3ncnn32)cc1 (stereo unspecified)	-3%	-21%	-10%	5%	-8%	0	-1%	i	-0.1%
CC1CCN(C(=O)c2ncn3c2c(=O)[nH]c2ccc(Br)cc23)CC1	.	.	.	-10%	-21%	-1	-4%	i	-1.4%
Cc1ccc(C)c(S(=O)(=O)c2c(C)cc(C)[nH]c2=O)c1	1%	4%	-6%	-1%	-6%	1	-19%	i	0.3%
O=C(COC(=O)CSc1ccccc1)Nc1ccc(F)cc1F	?	5%	2%	3%	-8%	4	-18%	i	-0.7%
O=C1CCc2ccccc2N1Cc1ccccc1	7%	3%	-4%	?	-4%	24	5%	i	-0.6%
CCOc1ccccc1-c1cc(NC)ncn1	.	.	.	-12%	5%	22	5%	i	-0.9%
COc1cc(CCC(=O)N2CCN(c3cccc(C)c3C)CC2)cc(OC)c1OC	22%	?	-4%	-4%	-9%	5	-35%	i	-0.3%
Cc1ccc(C(=O)NC(=S)N2CCCC2)cc1	0%	13%	0%	6%	6%	-17	5%	i	-0.2%
CCc1ccc2nc(NC(=O)C3CCN(c4ncnc5sc(C)c(C)c45)CC3)sc2c1	?	2%	3%	?	-20%	31	.	i	3.7%
C=C(C)c1cccc(C(C)(C)NC(=O)Nc2cc(C)ccn2)c1	7%	15µM*	?	11µM*	-17%	-27	-1%	?	2.9%
Cc1cccc(NS(=O)(=O)c2ccc3[nH]c(=O)[nH]c3c2)c1C	-1%	-15%&-7%	0%&-3%	16%&-13%	-10%&-17%	-8	-3%&6%	i	0.2%&0.4%
COc1ccc(/C=C/C(=O)N(C)CC(=O)Nc2cccc(F)c2)cc1S(=O)(=O)N1CCCCC1	?	-13%	-18%	2%	5%	4	-19%	?	-0.3%
O=C(CSC(=S)N1CCCCC1)Nc1nc(-c2ccccc2)c(-c2ccccc2)o1	6%	?	-18%	1%	2%	18	1%	i	-0.5%
COc1cccc(NC(=O)Cn2cc(C(=O)C3CCCCC3)c3ccccc32)c1	.	?	?	?	-28%	.	?	.	-0.9%
Cc1noc(/C=C/N(C)C)c1S(=O)(=O)N1CCCC(C(=O)NCc2ccccc2Cl)C1 (stereo unspecified)	?	?	-3%	-27%	-16%	11	-7%	i	-0.7%
Cc1ccc(C)c(OCCC(=O)OCC(=O)Nc2ccc(N3CCOCC3)cc2)c1	?	6%	-14%	1%	6%	-12	6%	i	0.2%
O=C(O)CCCC(=O)N1CCc2cc(S(=O)(=O)N3CCc4ccccc43)ccc21	3%	-3%	-2%	4%	-3%	19	2%	i	-0.1%
O=C(COc1ccc(Br)cc1F)NC1CC1	7%	?	-4%	20%	-33%	7	17%	i	4.4%
COc1ccc(CCNC(=O)C(C)SCC(=O)Nc2ccc(F)cc2)cc1 (stereo unspecified)	7%	6%	-1%	-20%	-9%	-10	-5%	i	-0.2%
CSc1ccccc1OCc1cc(C(=O)N(C)C2CCCc3ccccc32)no1 (stereo unspecified)	-4%	?	0%	-30%	-36%	4	.	i	2.2%
CC(C)n1cc(CN2CCC(n3nccc3NC(=O)Cc3ccccc3)CC2)cn1	2%	11%	-1%	2%	7%	5	3%	i	-0.2%
COc1cccc(C(=O)NN2C(=O)C3C4C=CC(O4)C3C2=O)c1 (stereo unspecified)	-27%	3%	-9%	0%	-1%	16	4%	i	0.7%
O=C(NCc1ccc2[nH]c3c(c2c1)CCCC3)c1ccc(S(=O)(=O)N2CCCCC2)cc1	0%	?	2%	-8%	-5%	3	-12%	i	0.7%
COCCNC(=O)CN1C(=O)CC(C)(C)S(=O)(=O)c2ccccc21	-1%	10%	-2%	-5%	-14%	0	-1%	i	0.5%
COc1cccc(N2CN(C3CCCCC3)CNC2=S)c1	?	3%	1%	-1%	-2%	.	13%	i	0.0%
COc1cccc(C(=O)COC(=O)C(C)N2C(=O)C3C4C=CC(C4)C3C2=O)c1 (stereo unspecified)	-1%	.	-6%	32%	17%	8	-22%	?	0.4%
CCN1CCSc2ccc(C(=O)Nc3ccc(NC(C)=O)cc3)cc21	1%	2%	-1%	15%	-6%	-23	-3%	i	-1.3%
Cc1c(C(=O)NCCC#N)sc(=O)n1Cc1ccc(F)cc1	.	.	.	-6%	-1%	-7	6%	i	0.1%
O=C(O)c1ccc2c(c1)C(=O)N(c1nccs1)C2=O	2%	1%	1%	-6%	-22%	14	-2%	i	-0.6%
CCOC(=O)c1cn(Cc2ccccc2)c(C(=O)OC(C)(C)C)c1O	2%	?	?	-3%	-22%	-2	3%	i	4.0%
COc1ccc(-c2cn3c(C)c(C(=O)Nc4cc(NC(C)=O)ccc4OC)sc3n2)cc1	?	-4%	4%[1.84 µM]	-4%	-1%	5	17%	i	0.3%
CCCCC(=O)NCCc1cc2c(C)ccc(C)c2[nH]c1=O	-8%	?	-5%	0%	11%	-7	4%	i	-1.2%

The final 2 entries of the section before open the next one:
SMILES	MCF10A rerep	Nrf2 inh	A549 tox	TGFb SMAD3 inh	HepG2 viability	IL-1B inflam inh	ATXN2 expr inh	S2 tox	Nrf2 ARE act
COc1ccc(-c2cn3c(C)c(C(=O)Nc4cc(NC(C)=O)ccc4OC)sc3n2)cc1	?	-4%	4%[1.84 µM]	-4%	-1%	5	17%	i	0.3%
CCCCC(=O)NCCc1cc2c(C)ccc(C)c2[nH]c1=O	-8%	?	-5%	0%	11%	-7	4%	i	-1.2%
Cn1c(Cn2c(=O)sc3ccccc32)nnc1SCC(=O)N1CCCc2ccccc21	-5%	8%	3%	8%	-17%	7	8%	?	0.7%
Cc1cc(C(=O)NC(C)CCC(C)C)c2ccccc2n1 (stereo unspecified)	-1%	-9%	1%	3%	1%	19	.	i	-0.5%
CCc1c(C)sc(NC(=S)N2CCN(C(=O)C3CCCO3)CC2)c1C(=O)OC (stereo unspecified)	10%	-8%	7%	2%	-10%	5	-1%	i	-0.7%
COc1cc(O)c(C(CC(=O)N2CCCC(C)C2)c2ccc(N(C)C)cc2)c(OC)c1 (stereo unspecified)	-5%	-5%	-6%	-4%	-33%	-23	0%	i	0.3%
Cc1ccc(C(=O)CCC(=O)Nc2ccc(C)cn2)cc1	1%	2%	-5%	37%[activator]	33%	-16	.	?	-0.7%
CCn1c(SCC(=O)OC2CCCCC2)nnc1-c1ccncc1	8%	2%	-2%	0%	6%	1	0%	i	-0.9%
CSc1nnc(SCC(=O)NC(=O)c2ccccc2)s1	-1%	-17%	-6%	-10%	1%	14	7%	i	0.2%
O=S(=O)(c1ccccc1)c1cnc(-c2ccccc2)nc1N1CCCC1	?	?	8%	-4%	-15%	-10	.	i	8.1%
Cc1c(C#N)c(NC(=O)CCl)n(Cc2ccccc2)c1C	?	-28%	-1%	?	-50%	-57*	11µM*	8.4µM*	?

With a hit mark in IL-1B inflam inh (from the list above):
mol,IL-1B inflam inh,Nrf2 ARE act
COc1cc(/C=C2\Oc3ccc(C#Cc4ccc(O)cc4)cc3C2=O)cc(OC)c1,-79*,5.8%
Cc1c(C#N)c(NC(=O)CCl)n(Cc2ccccc2)c1C,-57*,?

From PubChem BioAssay
